# SW480 rerep = A quantitative high throughput screen for small molecules that induce DNA re-replication in SW480 colon adenocarcinoma cells | SW480 DNA re-replication, Hoechst DNA content imaging, 48 h | AID 624297, 2012 | Potency, µM (doses to about 46.1 µM), for the others: top-dose re-replication activation, actives largely listed as activators | hit rate 1.8% among 340,000; also: potency is read from the fitted curve at half-maximal effect; % of control where 0% means no effect; nearly all actives have a fitted effect of over 55% in size
#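 SW480 cells exposed to compounds for 48 hr at 37 C, 5% CO2, then Hoechst-stained 40 min. Nuclear DNA content imaged by fluorescence scanning (405 nm excitation, 500-530 nm emission); re-replication scored as increased high-intensity nuclei.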
# ATXN2 expr inh = Primary qHTS for Inhibitors of ATXN expression | Potency, µM (series often up to 57 µM), for the others: top-dose activity change, negative = inhibition, actives largely listed as inhibitors | hit rate 0.72% among 360,000 | HEK-293 ATXN2-luciferase reporter, luminescence, 24 h | AID 1745845, 2022; also: potency is read from the fitted curve at half-maximal effect; % is scaled to controls: 0 for no effect and ±100 for the full control effect; nearly all actives have a fitted effect of over 55% in size
#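 qHTS (up to 57 uM final) was run with 24 h compound exposure of reporter cells at 37 °C. Each well was multiplexed: SteadyGlo luminescence measured ATXN2-luciferase expression after a fluorogenic Gly-Phe-AFC viability readout (25 uM final).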
# WRN inhibitor = qHTS for Inhibitors of WRN Helicase; Bifunctional 3'-5' exonuclease/ATP-dependent helicase WRN (Homo sapiens), Q14191; WRN helicase unwinding, fluorescent forked duplex, kinetic; Potency, µM (doses to about 114 µM), without a hit: at the top dose activity change, negative = inhibition, hits mostly inhibitors; hit rate 0.46% among 360,000; AID 651768, 2012; also: potency is read from the fitted curve at half-maximal effect; % is scaled to controls: 0 for no effect and ±100 for the full control effect; nearly all actives have a fitted effect of over 55% in size
#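 Fluorescence dequenching readout, ex 525 nm/em 598 nm, kinetic mode: forked duplex DNA (100 nM final) with adjacent fluorophore and quencher unwound by WRN (20 nM final) with 2 mM ATP. Compound preincubation 15 min, room temperature.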
# MCF10A rerep = A quantitative high throughput screen for small molecules that induce DNA re-replication in MCF 10a normal breast cells | Potency, µM (highest dose often 46.1 µM), for inactives: at the highest dose activity, positive = re-replication, actives largely listed as activators | hit rate 2.9% among 350,000 | MCF 10A DNA re-replication, Hoechst nuclear intensity, 48 h | AID 624296, 2012; also: potency is read from the fitted curve at half-maximal effect; % of control where 0% means no effect; nearly all actives have a fitted effect of over 50% in size
# HT1080 IDH1KD tx = qHTS for induction of synthetic lethality in tumor cells producing 2HG: qHTS for the HT-1080-IDH1KD cell line; Potency, µM (top dose mostly 46.1 µM), without a hit: at the highest dose activity, negative = toxicity, hits mostly cytotoxic; hit rate 2% among 360,000; AID 686971, 2013; HT-1080 IDH1 knockdown viability, ATP luminescence, 48 h;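 also: potency is read from the fitted curve at half-maximal effect; 0% = DMSO wells and -100% = cell-free medium wells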
#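 Using the IDH1-knockdown HT-1080 line run in the same batch and compound series as the NT line, viability after 48 h at 37 °C was determined by CellTiter-Glo luminescence and expressed as % activity.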
# KB-3-1 tox = qHTS assay for MDR1-selective chemotherapeutics: Primary screen using the parental adenocarcinoma cell KB-3-1; KB-3-1 viability, CellTiter-Glo ATP luminescence, 72 h; Potency, µM (top dose mostly 46.1 µM), for the others: at the highest dose activity change, negative = cytotoxic, usual class: cytotoxic; hit rate 1.4% among 400,000; also: potency is read from the fitted curve at half-maximal effect; % is scaled to controls: 0 for no effect and ±100 for the full control effect; nearly all actives have a fitted effect of over 60% in size
#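 Cells are dispensed, compounds pinned in, plates held at 37 °C for 72 h, then CellTiter-Glo is added and luminescence read after 10 minutes. Cell line: parental KB-3-1 in phenol-red-free DMEM, 10% FBS.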
# KB-V1 cytotox = qHTS assay for MDR1-selective chemotherapeutics: Primary screen using the drug-selected MDR subline cells KB-V1. KB-V1 MDR cells viability, CellTiter-Glo, 72 h. Potency, µM (highest dose often 46.1 µM), without a hit: top-dose activity change, negative = cytotoxicity, hits mostly cytotoxic. hit rate 3.4% among 400,000. AID 1347076, 2019; also: potency is read from the fitted curve at half-maximal effect; % is scaled to controls: 0 for no effect and ±100 for the full control effect; nearly all actives have a fitted effect of over 60% in size
#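 In this primary screen, KB-V1 cells overexpressing P-gp are incubated with library compounds (lowest to highest concentration) for 72 h at 37 degrees C before a luminescent ATP viability read.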
# HT1080NT lethal = qHTS for induction of synthetic lethality in tumor cells producing 2HG: qHTS for the HT-1080-NT fibrosarcoma cell line. hit rate 1.6% among 360,000. Potency, µM (doses to about 46.1 µM), inactives show at the highest dose activity, negative = less viability, most hits filed as cytotoxic. HT-1080-NT fibrosarcoma viability, CellTiter-Glo ATP luminescence, 48 h;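 also: NT is the 2HG producing partner of a matched IDH1 knockdown line; potency is read from the fitted curve at half-maximal effect; 0% = DMSO-treated cells and -100% = media-only wells without cells; nearly all actives have a fitted effect of over 55% in size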
#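 750 cells/well, RPMI + 5% FBS; 2 h settle, compound pin-transfer, 48 h at 37 degrees C. CellTiter-Glo 10 min RT, luminescence. Normalized to DMSO and media-only wells.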
# IL-1B inflam inh = qHTS for Inhibitors of Inflammasome Signaling: IL-1-beta AlphaLISA Primary Screen. THP-1 LPS/ATP IL-1B secretion, AlphaLISA, 16 h; active compounds read low. activity change, % at 57.5 µM. hit rate 4.7% among 360,000; in the data active = activity change below about -50%; inconclusive = mostly about -30% to -49%; also: % is scaled to controls: 0 for no effect and ±100 for the full control effect
#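 THP-1 cells pretreated 1 hr with compounds (up to 57.5 uM final), then stimulated with LPS (250 ng/mL final) plus ATP (1.25 mM final); secreted IL-1B measured by AlphaLISA after 16 hr, decreased signal indicating inhibition.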
# Active calls of the source: *; ? = inconclusive; · = not tested or not shown; [ ] = remark or other dose. Unless noted, calls follow the shape of the dose curve; as a rule, active = well fitted curve in the direction sought with a large enough effect; inconclusive = small, poorly fitted or top-dose-only effect, or another doubt; inactive = no such curve, though single readings can be large; an effect the other way counts as inactive or inconclusive.
SMILES	HT1080NT lethal	KB-3-1 tox	SW480 rerep	ATXN2 expr inh	KB-V1 cytotox	HT1080 IDH1KD tx	IL-1B inflam inh	WRN inhibitor	MCF10A rerep
CCOC(=O)C1CCN(C(=O)c2cc3ccc(OC)cc3[nH]2)CC1	5.4%	-10.1%	-2.7%	-11.7%	-5.8%	15.8%	-3.5	9.1%	3.0%
COC(=O)c1c(C)oc2ccc(N(C(C)=O)S(=O)(=O)c3ccccc3)cc12	-8.7%	23.1µM*	1.4%	-22.9%	2.31µM*	?	-2.2	-3.4%	9.6%
Cn1cc(S(=O)(=O)N2CCC(Cc3ccccc3)CC2)c(=O)n(C)c1=O	6.8%	28.7%	0.6%	13.4%	?	-0.4%	36.9	-1.9%	-0.9%
COc1ccc(OCC(=O)OCC(=O)Nc2cc(S(=O)(=O)N3CCOCC3)ccc2Cl)cc1	-1.3%	8.4%	-11.6%	-4.4%	15.3%	9.6%	-4.2	5.2%	0.1%
C#CCOCCOCCOCCNc1nc(N2CCN(C(=O)CCCCCCCCCCNC(=O)[C@@H](CCSC)n3cc(CCO)nn3)CC2)nc(N2CCN(C(=O)CCCCCCCCCCNC(=O)[C@H](CCCN=C(N)N)n3cc(C[C@@H](C)CC)nn3)CC2)n1	?	-12.7%	-106.1%[inhibitor][9.22 µM]	?	?	?	-99.7*	50.1µM*	25.6%
O=C1CNC(=S)N1CCCc1ccccc1	6.9%	23.0%	1.3%	7.9%	17.0%	10.4%	?	-0.4%[57.1 µM]	-0.1%
C=C(C)CNC(=S)NNC(=O)CCn1c2ccccc2c2ccccc21	2.3%	?	?	-5.8%	18.4µM*	-0.7%	?	6.0%	?
COc1ccc(Cc2c(O)nc(SCC(=O)NC(C)(C)C)[nH]c2=O)cc1	12.0%	-0.4%	-0.3%	9.5%	-3.9%	1.1%	8.3	4.1%	1.7%
C=C(c1ccc(O)cc1)c1ccc(O)cc1	-29.6%	0.0%	0.2%	6.3%	-9.4%	?	-58.6*	-10.6%	?
CCS(=O)(=O)NCCCc1ccccc1	9.2%	-6.4%	15.5%	-2.2%	4.8%	4.4%	-6.1	4.3%	-3.9%
Cc1nc2ccc(S(=O)(=O)Nc3cccc(-c4nc5cccnc5s4)c3)cc2s1	?	?	2.0%	-21.8%	-76.2%	?	56.3	-9.2%	6.51µM*
Cc1ccc(C(=O)N/C(=C\c2ccc(Br)cc2)c2nc(=S)[nH][nH]2)cc1	?	19.3%	-2.7%	?	5.6%	?	-78.9*	-7.1%	-2.2%
COc1ccccc1NC(=O)COc1cccc(-n2cnnn2)c1	16.1%	11.5%	-5.5%	-6.1%	?	10.1%	-8.6	0.7%	1.1%
CCCc1nc2cc(C)c(Br)c(C)n2c1Cc1ccc(OC)cc1C	?	-8.8%	·	-2.1%	-3.1%	?	47.1	-4.1%	·
COc1cc(NC(=O)c2cccs2)c(C(=O)OCC(=O)NCc2ccccc2)cc1OC	12.5%	3.1%	-1.8%	?	?	9.4%	33.5	-0.8%	?
CC(=O)c1cccc(NC(=O)CN2C(=O)c3ccccc3C2=O)c1	9.5%	0.0%	-2.8%	0.8%	?	3.8%	35.4	8.3%	-0.7%
CCOC(=O)N1CCN(c2nc(C)c3c(n2)CC(C)CC3=O)CC1 (configuration not stated)	24.1%	22.6%	-11.7%	-0.5%	-16.0%	15.3%	-7.6	-1.6%	4.0%
CCn1c(SCC(=O)c2ccc3c(c2)OCCO3)nnc1-c1ccco1	16.9%	7.6%	-4.4%	-10.1%	0.5%	13.7%	-8.7	-6.0%	-1.9%
COc1ccc(C(=O)NCC(C)(C)CNC(=O)c2ccc(OC)cc2)cc1	11.3%	2.0%	1.0%	5.3%	?	-0.6%	10.3	0.5%	3.3%
Cc1ccc(/C=C(\NC(=O)c2ccccc2)C(=O)N2CCCCC2)cc1	1.7%	9.7%	-12.1%	0.9%	-1.4%	1.7%	-0.8	5.4%	11.1%
COc1cccc(C2CC(C(F)(F)F)n3ncc(C(=O)NC(C)(C)C)c3N2)c1 (configuration not stated)	-19.3%	16.1%	-4.6%	-0.7%	1.7%	-18.1%	-8.2	-3.3%	-0.7%
CC(=O)Nc1ccc(NS(=O)(=O)c2cc(C)sc2C)cc1	-9.7%	3.5%	-4.4%	-3.4%	?	-13.5%	23.6	0.0%	7.9%
O=C(Nc1ccccc1C(F)(F)F)N1CCN(c2ccc3nncn3n2)CC1	0.2%	21.4%	-12.6%	-2.5%	-14.0%	1.2%	0.0	-0.4%	15.6%
CCCCSc1nnc(CCNC(=O)OC(C)(C)C)o1	2.9%	1.7%	?	7.0%	-14.5%	4.8%	9.5	-2.8%	?
COc1ccc(N2CCN(C(=O)CN(Cc3ccccc3)S(C)(=O)=O)CC2)cc1	3.3%	-11.9%	-4.4%	-6.0%	-18.3%	3.8%	7.0	-0.5%	-7.5%

# (further entries)
SMILES	HT1080NT lethal	KB-3-1 tox	SW480 rerep	ATXN2 expr inh	KB-V1 cytotox	HT1080 IDH1KD tx	IL-1B inflam inh	WRN inhibitor	MCF10A rerep
CC(NCC(=O)Nc1cc(Cl)cc(Cl)c1)c1ccccc1 (configuration not stated)	-4.1%	-1.7%	0.8%	·	-16.0%	-6.3%	-9.4	-1.0%	?
CCN(CC)C(=O)CC(c1ccc2c(c1)OCO2)c1c(OC)cc(OC)c2c(-c3ccccc3)cc(=O)oc12 (configuration not stated)	-12.2%	-15.0%	0.6%	?	0.0%	-21.0%	-9.8	0.1%	-6.2%
CC(C)C(OC(=O)c1nsc(Cl)c1Cl)C(=O)NCC1CCCO1 (configuration not stated)	-13.2%	0.0%	3.1%	-5.6%	0.0%	13.2%	17.5	-0.1%	2.2%
Cc1cc(SCC#N)n2nc(C)c(-c3ccccc3)c2n1	-29.2%	?	4.3%	3.5%	?	-26.5%	-59.6*	-8.3%	?
CCCc1c(C(=O)N/N=C/c2cccc(OCc3ccc(F)cc3)c2)nnn1-c1nonc1N	19.5%	-1.7%	?	-2.0%	24.6%	21.0%	4.5	3.3%	1.8%
O=S(=O)(c1ccc(Oc2ccc3oc4ccccc4c3c2)nc1)N1CCCC1	-11.2%	-1.1%	-1.8%	-19.3%	16.7%	-0.1%	24.7	7.8%	521.3%[0.0737 µM]
Cc1cc(C)cc(CN2CCC(Oc3ccc(C(=O)N4CCCC4)cc3)CC2)c1	?	-16.5%	13.1%	-11.3%	0.0%	?	?	3.7%	0.4%
CCCC(=O)Nc1cccc(S(=O)(=O)N(C)c2ccccc2)c1	6.2%	-12.4%	·	-0.9%	?	1.5%	3.1	5.0%	6.2%
C#CCOCCOCCOCCNc1nc(N2CCN(C(=O)[C@H](CCC(=O)O)n3cc([C@@H](N)[C@H](C)CC)nn3)CC2)nc(N2CCN(C(=O)[C@H](CCC(=O)O)n3cc([C@@H](N)CC(N)=O)nn3)CC2)n1	13.8%	0.0%	-37.6%[inhibitor]	11.7%	0.0%	8.6%	7.1	2.3%	?
CCSc1nc2c(c(-c3ccc(C)o3)c1C#N)CCCC2	3.3%	15.3%	-0.4%	2.9%	-10.8%	4.8%	2.6	-7.3%[57.1 µM]	4.1%
Cc1ccc2nsnc2c1S(=O)(=O)N1CCN(Cc2ccc3c(c2)OCO3)CC1	11.3%	-1.7%	-3.1%	5.5%	-8.7%	-1.7%	-26.9	-17.5%	-1.2%
Nc1cccnc1Oc1ccccc1F	11.7%	5.0%	-1.4%	0.3%	0.0%	14.4%	2.0	4.7%	0.3%
CC(C)C(NC(=O)c1ccc(F)cc1)C(=O)OCC(=O)N1CC(=O)Nc2ccccc21 (configuration not stated)	14.6%	3.5%	-0.3%	7.5%	4.6%	8.8%	7.7	-21.7%[57.1 µM]	14.9%
COc1ccc(-c2c3c(=O)n(C)c(=O)n(C)c3cn2-c2ccccc2O)cc1	-25.7%	8.0%	4.1%	-3.7%	-1.6%	-22.5%	40.0	3.5%	5.8%
CCC1(CC)Cc2ccccc2C(N)=C1C#N	-12.4%	-21.6%	-2.7%	4.6%	-20.0%	-11.6%	23.3	-4.3%	19.1%
CCOCCCN1C(=O)CN(C2CCCCC2)C(=O)C1c1ccc(OC)c(OC)c1 (configuration not stated)	4.9%	0.5%	2.5%	5.9%	-6.1%	9.0%	1.4	-0.5%	7.4%
C[C@H](c1ccccc1)n1nnc(COCc2ccccc2)c1C#CCOCc1ccccc1	1.4%	-20.0%	-10.0%[9.22 µM]	-4.1%	1.7%	2.0%	6.9	-9.3%	-1.1%
CCOC(=O)c1c(C)[nH]c(O)c1C=Nc1ccccc1	-3.2%	-2.1%	-3.2%	-3.9%	-13.6%	-3.5%	-4.4	-5.0%	0.5%
Cc1c(-c2ccc(F)cc2)nc(N)c(C#N)c1-c1cccnc1	-0.5%	21.3%	?	1.4%	?	1.4%	·	-4.4%	?
